Bioassay records: PubChem, The Scripps Research Institute Molecular Screening Center
LYPLA1 counter – blocks human lysophospholipase 1, a PME1 counter-screen; 320,000 tested, 0.16% active; O75608; inhibition, % at 5.9 µM; recombinant LYPLA1, FP-Rh probe fluorescence polarization; AID 2174;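 active means inhibition above the mean of all tested compounds plus 3 SD, set per campaign, cut at about 14% in these data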;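 further: inhibitors block serine hydrolase probe labeling of LYPLA1 so polarization falls; 0% = enzyme with DMSO and 100% = wells lacking LYPLA1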
PAFAH1B3 inh – PAFAH1B3 (human) inhibition. Q15102. recombinant PAFAH1B3, FP-rhodamine probe, fluorescence polarization. inhibition, % at 3.39 µM. 340,000 tested, 0.28% active. AID 492972;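 active means inhibition above the screen-wide average of all tested compounds plus 3 SD, cut at about 25% in these data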;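 further: 0% = enzyme with DMSO only and 100% = wells lacking PAFAH1B3 protein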
Target sequence (Q15102 whole entry, looked up): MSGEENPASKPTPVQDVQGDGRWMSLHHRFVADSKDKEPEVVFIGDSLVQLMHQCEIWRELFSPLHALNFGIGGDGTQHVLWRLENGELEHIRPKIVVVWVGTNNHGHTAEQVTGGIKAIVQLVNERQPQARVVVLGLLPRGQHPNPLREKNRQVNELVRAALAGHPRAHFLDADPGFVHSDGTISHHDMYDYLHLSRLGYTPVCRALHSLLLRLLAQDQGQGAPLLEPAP
LYPLA2 inh – blocks human lysophospholipase 2, a PME1 counter-screen. O95372. recombinant LYPLA2, FP-Rh probe fluorescence polarization. inhibition, % at 5.9 µM. 320,000 tested, 0.38% active;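 active means inhibition above the screen-wide mean plus 3 SD, limit set per campaign, cut at about 26% in these data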;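 further: 0% = LYPLA2 with DMSO and 100% = wells lacking LYPLA2 enzyme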
Target sequence (O95372 whole entry, looked up): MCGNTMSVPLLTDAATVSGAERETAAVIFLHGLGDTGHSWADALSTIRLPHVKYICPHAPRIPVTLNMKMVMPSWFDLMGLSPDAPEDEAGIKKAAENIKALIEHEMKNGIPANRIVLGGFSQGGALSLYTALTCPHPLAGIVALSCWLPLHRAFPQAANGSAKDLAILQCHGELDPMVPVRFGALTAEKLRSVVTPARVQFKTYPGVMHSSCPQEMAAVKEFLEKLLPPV
GSTO1 counter – blocks human GSTO1 in RBBP9 counter-screen. recombinant GSTO1, activity-based probe fluorescence polarization. 300,000 tested, 1.1% active. inhibition, % at 5.96 µM;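 active means inhibition above the campaign mean inhibition plus 3 SD, cut at about 35% in these data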;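 further: 0% = GSTO1-1 with DMSO and 100% = wells lacking GSTO1-1 enzyme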
Target sequence (P78417 whole entry, looked up): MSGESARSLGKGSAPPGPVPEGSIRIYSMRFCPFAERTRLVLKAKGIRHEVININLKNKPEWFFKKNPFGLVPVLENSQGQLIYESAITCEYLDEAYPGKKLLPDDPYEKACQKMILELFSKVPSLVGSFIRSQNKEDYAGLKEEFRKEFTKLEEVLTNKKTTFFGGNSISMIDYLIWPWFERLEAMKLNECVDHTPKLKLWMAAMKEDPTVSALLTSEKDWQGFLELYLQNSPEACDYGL
PAFAH2 FP inh – inhibitors of human PAFAH2. 340,000 tested, 0.99% active. inhibition, % at 3.39 µM. recombinant PAFAH2, FP-rhodamine activity probe, fluorescence polarization;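 active means inhibition above the mean over all tested compounds plus 3 SD, cut at about 30% in these data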;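 further: inhibitors block probe labeling of enzyme so polarization drops; 0% = enzyme with DMSO and 100% = wells lacking PAFAH2 protein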
PME-1 primary – blocks human protein phosphatase methylesterase 1; 320,000 tested, 0.53% active; recombinant PME-1, FP-Rh probe fluorescence polarization; Q9Y570; inhibition, % at 5.9 µM;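 active means inhibition above the campaign mean of all compounds plus 3 SD, cut at about 26% in these data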;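 further: competitive labeling of PME-1 active site by serine hydrolase directed probe; 0% = PME-1 with DMSO and 100% = wells lacking PME-1 enzyme; inhibitors block probe labeling so polarization falls and inhibition rises; many of its hits are not listed in these tables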
PAD4 inh – inhibitors of human PAD4. Q9UM07. recombinant PAD4, RCA probe fluorescence polarization. inhibition, % at 6.36 µM. 330,000 tested, 0.41% active;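 active means percent inhibition above a cutoff equal to the mean of all tested compounds plus 3 SD, cut at about 15% in these data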;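 further: 0% = PAD4 with RCA probe and DMSO and 100% = probe without PAD4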
pPAFAH inh – pPAFAH (human) enzyme inhibition. inhibition, % at 3.39 µM. recombinant pPAFAH, FP-rhodamine probe fluorescence polarization. 330,000 tested, 1.5% active;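 active means inhibition above the mean inhibition across the screen plus 3 SD, cut at about 25% in these data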;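 further: inhibitors block binding of the rhodamine activity-based probe so polarization drops; 0% = enzyme with DMSO and 100% = wells lacking pPAFAH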
PAFAH1B2 inh – PAFAH1B2 (human) inhibition; 340,000 tested, 1.2% active; P68402; recombinant PAFAH1B2, FP-rhodamine activity probe, fluorescence polarization; inhibition, % at 3.39 µM;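 active means inhibition above the mean of all tested compounds plus 3 SD, cut at about 24% in these data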;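 further: 0% = enzyme with DMSO and 100% = wells lacking PAFAH1B2; many of its hits are not listed in these tables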
Target sequence (P68402 whole entry, looked up): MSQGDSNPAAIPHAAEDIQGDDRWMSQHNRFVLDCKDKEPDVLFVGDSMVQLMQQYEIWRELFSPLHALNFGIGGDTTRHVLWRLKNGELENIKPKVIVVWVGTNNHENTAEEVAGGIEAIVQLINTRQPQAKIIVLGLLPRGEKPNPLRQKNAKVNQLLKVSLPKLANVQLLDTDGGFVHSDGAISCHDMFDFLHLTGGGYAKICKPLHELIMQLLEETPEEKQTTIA
An asterisk follows results filed as active; . = not tested or not shown. This is a subset. The share of hits here may be higher or lower than overall.

SMILES	LYPLA1 counter	PAFAH1B3 inh	LYPLA2 inh	GSTO1 counter	PAFAH2 FP inh	PME-1 primary	PAD4 inh	pPAFAH inh	PAFAH1B2 inh
CC(=O)Nc1ccc(NC(=O)c2ccc(CN3CCc4ccccc4C3)cc2)cc1	-5	4	-12	0	-5	-13	-4	-1	3
COc1ccc(S(=O)(=O)N2CCOCC2)cc1NC(=O)CN(C)CC(=O)Nc1cccc(F)c1	.	6	.	.	-1	.	-3	0	5
O=[N+]([O-])c1ccccc1S(=O)(=O)c1ccccc1	-2	2	-4	7	7	0	-4	-3	10
Cc1cc(NC(=O)c2ccccc2C)n(-c2cccc(F)c2)n1	2	1	10	1	6	0	3	-1	4
Cc1c(-c2nc(N)nc(Nc3ccc(F)cc3)n2)oc2ccccc12	-4	-2	-13	-14	3	-13	-4	-5	-2
Cc1ccc(-c2nc(N/N=C/c3cccnc3)c3ccccc3n2)cc1	-15	3	-21	-19	-4	6	-2	-1	5
CCCNC(=O)C(=O)NCc1ccccn1	0	1	4	2	0	7	1	-2	-3
CC1CCCCN1CCNC(=O)c1ccc2c(c1)N(Cc1ccccc1F)C(=O)c1ccccc1S2=O (stereo not given)	4	9	11	6	2	-10	3	-2	2
CCOC(=O)c1sc(NC(=O)C2CC(=O)N(c3ccc4c(c3)OCCO4)C2)nc1C (stereo not given)	-3	6	4	.	-1	-4	-4	2	4
Nc1nc(Cl)cc(N2CCC(c3cc(-c4ccc(Cl)cc4)n[nH]3)CC2)n1	-15	-15	-10	-10	-7	-26	-3	1	-5
Cc1cc(=O)oc2cc(NC(=O)CCOc3ccccc3)ccc12	-1	3	-3	-5	-8	-10	-1	0	4
Cc1cnn(-c2cc(N/N=C/c3cccc(F)c3)ncn2)c1	-4	-9	-4	2	-8	-2	2	3	-2
Cn1c(SCC(=O)NCc2ccc3c(c2)OCO3)nc2c(c1=O)SCC2	6	4	9	-3	-1	10	-2	10	-2
Cc1cccc(OCC2CCCN(Cc3nc(C4CC4)no3)C2)c1 (stereo not given)	0	6	-2	7	-6	-3	-4	-2	5
O=C(NCc1cccc(Cl)c1)c1ccco1	-1	12	-3	6	-1	-8	-9	-8	-1
COc1ccc(S(=O)(=O)N2CCCCCC2)cc1C(=O)NC1(C)CCS(=O)(=O)C1 (stereo not given)	-3	5	-2	6	4	2	-4	4	9
Cc1ccc(C(C)c2c(C)c([N+](=O)[O-])cc(C)c2[N+](=O)[O-])cn1 (stereo not given)	1	3	5	3	7	-2	-1	-1	5
Cc1ccccc1-n1c(C)nnc1SCC(=O)NCC1CCCO1 (stereo not given)	-1	-5	-3	-3	-7	-1	0	2	0
Cc1cc2oc(=O)cc(CSc3nc(N)cc(N)n3)c2cc1C	3	0	3	-8	-9	3	1	0	6
COc1ccc2c(c1)c(C(=O)N/N=C/c1cccs1)c(C)n2C	0	-1	-1	0	-2	6	-6	3	4
COc1cc(Cl)c(C)cc1NC(=O)CNC(C)c1ccccc1OC (stereo not given)	1	1	1	-3	-6	1	-3	-3	0
O=C(NCc1ccco1)Nc1ccc(Br)cc1Cl	-2	5	-2	-6	-5	-3	-1	-1	-3
O=C(CSc1nnc(NC(=O)C2CCCCC2)s1)NCc1ccco1	0	0	-4	-8	0	-1	-6	-5	7
CCc1c(C)c2ccc(OCC(=O)NCC3CCC(C(=O)O)CC3)cc2oc1=O (stereo not given)	3	6	2	-6	-3	-3	-2	2	4

Sorted by length of the SMILES (descending): some entries from above.
SMILES	LYPLA1 counter	PAFAH1B3 inh	LYPLA2 inh	GSTO1 counter	PAFAH2 FP inh	PME-1 primary	PAD4 inh	pPAFAH inh	PAFAH1B2 inh
Cc1ccc(C(C)c2c(C)c([N+](=O)[O-])cc(C)c2[N+](=O)[O-])cn1 (stereo not given)	1	3	5	3	7	-2	-1	-1	5
COc1ccc(S(=O)(=O)N2CCCCCC2)cc1C(=O)NC1(C)CCS(=O)(=O)C1 (stereo not given)	-3	5	-2	6	4	2	-4	4	9
Nc1nc(Cl)cc(N2CCC(c3cc(-c4ccc(Cl)cc4)n[nH]3)CC2)n1	-15	-15	-10	-10	-7	-26	-3	1	-5
CCc1c(C)c2ccc(OCC(=O)NCC3CCC(C(=O)O)CC3)cc2oc1=O (stereo not given)	3	6	2	-6	-3	-3	-2	2	4
Cn1c(SCC(=O)NCc2ccc3c(c2)OCO3)nc2c(c1=O)SCC2	6	4	9	-3	-1	10	-2	10	-2
COc1ccc2c(c1)c(C(=O)N/N=C/c1cccs1)c(C)n2C	0	-1	-1	0	-2	6	-6	3	4
COc1cc(Cl)c(C)cc1NC(=O)CNC(C)c1ccccc1OC (stereo not given)	1	1	1	-3	-6	1	-3	-3	0
Cc1cccc(OCC2CCCN(Cc3nc(C4CC4)no3)C2)c1 (stereo not given)	0	6	-2	7	-6	-3	-4	-2	5
Cc1ccccc1-n1c(C)nnc1SCC(=O)NCC1CCCO1 (stereo not given)	-1	-5	-3	-3	-7	-1	0	2	0
O=C(NCc1ccco1)Nc1ccc(Br)cc1Cl	-2	5	-2	-6	-5	-3	-1	-1	-3
O=C(NCc1cccc(Cl)c1)c1ccco1	-1	12	-3	6	-1	-8	-9	-8	-1

Other entries follow:
SMILES	LYPLA1 counter	PAFAH1B3 inh	LYPLA2 inh	GSTO1 counter	PAFAH2 FP inh	PME-1 primary	PAD4 inh	pPAFAH inh	PAFAH1B2 inh
Cc1ccc(NC(=S)N2CCSC2c2cccs2)cc1 (stereo not given)	0	1	2	-9	2	9	-1	8	5
CN1CCCN(C(=O)CC(c2ccccc2)c2ccccc2)CC1	-3	8	-2	-8	3	5	0	2	4
Cc1ccc(Cl)cc1N(CC(=O)NC1CCCCC1)S(C)(=O)=O	-3	2	0	5	-1	1	-1	-7	-1
Cc1ccc(NC(=O)CCC(=O)NNC(=O)COc2ccc([N+](=O)[O-])cc2)cc1C	2	1	6	-23	-1	-11	2	3	-3
CCN(CC)S(=O)(=O)c1ccc(N2CCOCC2)c(NC(=O)COc2ccc(OC)cc2)c1	-2	11	25	.	-2	8	-3	6	2
CC(C)(C)n1nnnc1C(c1ccncc1)N1CCN(c2ccc(O)cc2)CC1 (stereo not given)	1	12	2	13	7	2	-3	5	3
CCN(CC(=O)Nc1cc(Cl)ccc1C)C(=O)CCOc1ccccc1C	-3	4	-4	4	5	0	-3	2	1
CCOC(=O)c1nn(-c2ccccc2)c(=O)c2c(N)scc12	-2	14	-3	11	9	5	-1	1	5
CCOC(=O)c1sc(=NC(=O)c2cccc(C)c2)n(C)c1C	3	-5	6	-8	0	-1	1	4	-2
CN1/C(=C\C(=O)c2cncc(Br)c2)C(C)(C)c2ccccc21	-14	-15	-23	-17	-23	-26	-39	-8	-6
CCOc1ccc2ccccc2c1CNc1nnnn1CC	3	2	-2	4	2	7	6	1	6
COc1ccc2sc(N(CCN(C)C)C(=O)c3ccc4ccccc4c3)nc2c1	-2	1	11	0	-6	6	4	0	-2
CN(CC(=O)Nc1ccccc1C(F)(F)F)C(=O)COc1ccccc1Cc1ccccc1	1	9	-5	-6	8	-5	-6	-3	12
C=CCOc1cccc(C2C(C(=O)c3cc4ccccc4o3)=C(O)C(=O)N2c2cc(C)on2)c1 (stereo not given)	-4	6	-11	-24	13	0	1	11	12
Cc1nc2c(c(C)nn2-c2ccccc2)c(C)c1C	-2	2	3	15	7	2	3	-18	4
Cc1cc(N2CCOCC2)ccc1/C=C1\NC(=O)N(Cc2ccccc2)C1=O	-2	-3	3	0	-3	1	-10	12	3
COc1ccc(N(CC(=O)N/N=C(\C)CCc2ccccc2)S(=O)(=O)c2ccc(C)cc2)cc1	-3	-3	-10	13	1	0	0	-1	-3
CS(=O)(=O)NCCCNc1ccc(Cl)cc1[N+](=O)[O-]	1	11	3	-5	-7	-7	-2	-2	8
CCOc1ccc(CCNC(=O)c2cc3c(s2)CS(=O)(=O)C3)cc1OCC	3	11	-3	-2	1	-6	1	1	5
Cc1ccc(NC(=O)CCCNC(=O)c2ccc(Cl)cc2)c(O)c1	3	11	6	1	-1	10	-8	6	11
Cc1ccc(C(=O)NC2CC3CCC(C2)N3Cc2ccco2)cc1 (stereo not given)	4	-1	10	9	-4	-1	-1	-1	-1
COc1ccc(Br)cc1CNC(=O)C1CCN(S(=O)(=O)N2CCCC2)CC1	3	-1	-3	7	-1	0	2	4	1
Cc1ncc(CN2CCCC(C(=O)Nc3ccc(-c4cscn4)cc3)C2)cn1 (stereo not given)	1	8	4	-4	5	2	-4	0	4
COc1ccc([C@H]2CC(=O)C=C(c3cc(C(F)(F)F)cc(C(F)(F)F)c3)C2)cc1	-3	2	-1	.	-5	1	2	1	6
CCN(CC)S(=O)(=O)c1ccc2c(c1)c(C(=O)O)cn2C	0	-1	1	1	0	-2	0	2	1
NC(=O)c1ccc(C23CC4CC(CC(C4)C2)C3)o1	3	3	-1	8	1	4	-1	9	17
Cc1cc(Cl)ccc1NC(=O)C1COc2ccccc2O1 (stereo not given)	2	3	-10	-3	1	-6	-5	-11	-2
COc1ccc2[nH]c(=O)c(CN(CCO)C(=O)c3cccs3)cc2c1	0	7	5	-5	0	-1	1	1	0
CC(C)N(Cc1nc2ccccc2[nH]1)C(C)C	-2	-1	-1	0	6	6	2	-1	5
Cc1cc(C)c(N2C(=O)CCCC2=O)c(Cl)c1	0	7	-1	5	5	-2	1	-1	8
COC(=O)c1ccc(NC(=O)CCc2nnc3ccc(N4CCC5(CC4)OCCO5)nn23)cc1	-2	-3	-7	-10	4	-5	0	3	2
COC(=O)c1cccc(N(C(=O)CNC(=O)c2ccco2)C(C(=O)NC2CCCC2)c2ccco2)c1 (stereo not given)	1	-2	4	-4	3	-10	4	-1	-1
COc1ccc(C(=O)N(C)Cc2cnn(Cc3ccccc3)c2)cc1S(=O)(=O)N1CCOCC1	-1	6	0	.	10	-6	-3	-1	5
COc1c(CC=C(C)C)cc(C2CC(=O)c3c(O)cc(O)cc3O2)cc1CC=C(C)C (stereo not given)	-5	12	-19	-3	0	-16	1	21	-4
CCc1ccc(C2CC(=O)Nc3c2c(=O)nc2c(C)cccn32)cc1 (stereo not given)	0	-4	2	9	1	5	-1	7	5
CCN(C(=O)COC(=O)Cc1cccc2ccccc12)C1CCS(=O)(=O)C1 (stereo not given)	1	0	3	.	-2	-2	0	-4	7
CCCn1nc(C(=O)OCC(=O)Nc2ccc(C)cc2)c2ccccc2c1=O	.	11	.	.	-3	.	-1	0	2
